TbPYK inhibitor = inhibitors of Trypanosoma brucei pyruvate kinase; Potency, µM (doses to about 76.8 µM), without a hit: top-dose activity, negative = inhibition, most hits filed as inhibitors; actives 0.12% (n = 410,000); TbPYK enzyme, Kinase-Glo Plus ATP luminescence, 45 min; Q57TT1; also: nearly all actives have a fitted effect of over 50% in size
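Luminescent Kinase-Glo Plus end-point after 45 min room-temperature reaction of T. brucei pyruvate kinase started with 130 uM ADP (final). Buffer TEA 50 mM pH 7.2 with KCl, MgCl2, BSA, Tween-20; titration-based qHTS with fitted concentration-effect curves.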
AMA1-RON2 inh = inhibitors of Plasmodium falciparum AMA1-RON2 interaction; AlphaScreen AMA1-biotinylated RON2 peptide binding; Potency, µM (doses to about 58.2 µM), for inactives: at the highest dose activity change, negative = inhibition, actives largely listed as inhibitors; actives 0.2% (n = 360,000); AID 720542;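 also: 0% = vehicle wells and -100% = peptide control; nearly all actives have a fitted effect of over 45% in size; some results filed as inactive show a strong effect at the top dose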
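AMA1 (3D7) with his tag at 25 nM final met compounds first, then biotinylated RON2 peptide at 25 nM; detection used donor plus acceptor beads, 10 µg/mL apiece, read by AlphaScreen after 30 min at room temperature.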
* = called active by the depositor; u = inconclusive; & = joins results of further samples; [ ] = another dose, or the depositor's remark. Calls follow the shape of the dose curve; as a rule, active = well fitted curve in the direction sought with a large enough effect; inconclusive = small, poorly fitted or top-dose-only effect, or another doubt; inactive = no such curve, though single readings can be large; an effect the other way counts as inactive or inconclusive. Unless noted, % is scaled to controls: 0 for no effect and ±100 for the full control effect; potency is read from the fitted curve at half-maximal effect. Not all compounds are listed, so the mix of outcomes need not match the whole.

molecule	TbPYK inhibitor	AMA1-RON2 inh
O=C(COC(=O)CCC(=O)c1cccs1)Nc1ccccc1C(F)(F)F	-5.4%	1.4%
COc1ccc(CCNC(=O)c2ccc(OCc3c(C)noc3C)c(OC)c2)cc1	-0.6%	9.2%
CCOC(=O)[C@]12CCCC=C1N(Cc1cccc3ccccc13)C(=O)[C@H](CC(=O)NCCc1ccccc1OC)C2	-11.5%	-14.4%
CCOC1=C2[C@@H](CN(S(=O)(=O)c3ccc(C)cc3)[C@H]2c2ccccc2F)[C@H]2C(=O)N(C3CCCCC3)C(=O)[C@H]2C1	-6.4%	6.9%
COCCCNC(=O)/C=C/[C@H]1O[C@@H](n2cnc3c(NC(=O)c4ccccc4)ncnc32)[C@H](O)[C@@H]1O	11.0%	8.3%
CN1CCN(S(=O)(=O)c2cccc(C(=O)Nc3ccc(Br)cc3Br)c2)CC1	-0.7%	-0.7%
O=C(CC1SC(N2CCOCC2)=NC1=O)Nc1ccc(Cl)c(C(F)(F)F)c1 (stereo not given)	3.5%	14.3%
C[C@H]1CN([C@@H](C)CO)C(=O)c2cc(Br)cnc2O[C@H]1CN(C)C(=O)C1CC1	-7.3%	-5.2%
C=CCOC(=O)N1CCC2CC1c1c(-c3ccc(C(F)(F)F)cc3)cccc12 (stereo not given)	-1.5%	12.8%
COC(=O)[C@@]1(Cc2ccccc2)[C@H]2C(=O)N(Cc3ccccc3)C(=O)[C@H]2[C@H]2CN=C(SCC(=O)c3ccccc3)N21	2.4%	36.7%[activator]
COc1ccccc1/C=C/C(=O)OCC(=O)N1CCCCC1	-0.4%	17.8%
CN(Cc1ccc(C(F)(F)F)cc1)C(=O)[C@H]1O[C@@H](n2cnc3c(N)ncnc32)[C@H](O)[C@@H]1O	-9.6%	-3.2%
Brc1ccc([C@H]2CN3CCSC3=N2)cc1	22.0%	u
CC(=O)Nc1ccc2c(c1)Cc1c(F)cccc1-2	-10.8%	-14.0%
CC1(C)OCC(N)(CO)CO1	-1.6%	-4.1%
O=C(CCc1ccc(O)cc1)NN=Cc1cc(Br)ccc1O	4.4%	143.5%[activator]
COC(=O)[C@@]1(Cc2ccc(OC)cc2)[C@H]2c3cc(C(=O)N4CCCC4)n(Cc4ccsc4Br)c3C[C@H]2CN1C(=O)c1ccccc1	3.3%	-16.8%
C[C@H](CO)N1C[C@H](C)[C@@H](CN(C)S(=O)(=O)c2cccs2)Oc2ccc(NS(=O)(=O)c3ccc(F)cc3)cc2C1=O	-1.9%	-5.7%
O=C(N/N=C/c1ccc(OC(=O)c2ccco2)cc1)c1ccc[n+]([O-])c1	0.3%	-6.2%
CC(C)C(N)c1csc(NC(=O)Nc2ccccc2C(C)(C)C)n1 (stereo not given)	5.0%	76.0%[activator]
CN(C)c1ccc(-c2ccnc3c2CC(C)(C(=O)NCc2cccs2)O3)cc1 (stereo not given)	-0.4%	u
CCOc1ccccc1NC(=S)C(=C([O-])c1ccc2c(c1)OCCO2)[n+]1ccc(CC)cc1	0.4%	1.2%
COc1cc(/C=C/C(=O)OCC(=O)NC(C)c2ccccc2)cc(OC)c1OC (stereo not given)	7.4%	10.1%
CCOC(=O)c1cc2c(cn1)[C@H](CCO)NC2	5.2%	-1.8%
CCCN(CC(=O)Nc1ccccc1C)C(=O)C1CCN(S(=O)(=O)c2ccc3c(c2)OCCO3)CC1	3.0%	1.2%
Clc1ccc(-n2nnnc2Sc2ncnc3sccc23)cc1	5.6%	0.9%
Cc1ccc(C)c(S(=O)(=O)N(C)c2ccc(OC(=O)C3CCN(C(=O)c4ccc(F)cc4)CC3)cc2)c1	4.0%	-13.8%[11.6 µM]
COc1ccc2sc(-c3ccccc3OC)c(-c3ccc(OCCN4CCOCC4)cc3)c2c1	0.3%	u
C=CCSc1nc(N)c(NC(=O)c2ccco2)c(=O)[nH]1	-13.4%	0.6%
CC1CC(=O)Nc2ccccc2N1C(=O)COc1ccc2ccccc2c1 (stereo not given)	-2.5%	0.0%
O=C(CNc1cccc(Br)c1)Nc1ccc(S(=O)(=O)N2CCCCC2)cc1	-2.3%	-4.3%
CC(C)N1CCCC(C)(C(=O)Nc2nc3ccccc3[nH]2)C1 (stereo not given)	-2.2%	24.1%
CC1=C(C(=O)N2CCCCCC2)CC(CC(=O)NCCCN(C)C)C(=O)N1Cc1ccccc1 (stereo not given)	-2.4%	6.8%
CC1CC2CC(=O)CCC2(C)C2CCC3(C)C(O)CCC3C12 (stereo not given)	-11.9%	5.0%
CC(C)c1ccc(C(c2c(O)c3ccccc3oc2=O)c2c(O)c3ccccc3oc2=O)cc1	-2.0%	15.7%
O=C(CSc1nnc2n1CCCCC2)NCc1ccccc1	-4.9%	-7.0%
C[C@H](CCC(=O)OCc1cn(CC(=O)c2ccc(O)cc2)nn1)C1CC[C@H]2[C@@H]3CC[C@@H]4C[C@H](O)CC[C@]4(C)[C@H]3C[C@H](O)[C@]12C (stereo not given in full)	-4.9%	9.3%
CC1=C(C(=O)N(C)C)CC(CC(=O)NCCCCc2ccccc2)C(=O)N1Cc1ccc(C(C)(C)C)cc1 (stereo not given)	-14.4%	-8.2%
COC(=O)[C@]12CCCCC=C1N(Cc1cccc3ccccc13)C(=O)[C@H](CC(=O)N1CCN(C(=O)c3ccco3)CC1)C2	0.8%	-23.9%
CCN(CC)C(=O)[C@H]1C[C@H](CC(=O)NCc2cccc(C(F)(F)F)c2)C(=O)N2CCc3c([nH]c4cc(-c5ccco5)ccc34)[C@]12C	-6.5%	-18.6%
Cc1cc(C(O)c2ncc(-c3ccccc3F)[nH]2)ccc1F (stereo not given)	1.5%	-5.1%
COC(=O)c1ccc(N2CCN(C)CC2)c(NC(=O)c2sc3ccccc3c2Cl)c1	5.9%	41.5%[activator]
Nc1cccc(SC2CC(=O)N(c3ccc(Cl)cc3C(=O)c3ccccc3)C2=O)c1 (stereo not given)	-8.8%	0.8%
CCc1ccc(-c2cnc3nc[nH]c(=O)c3n2)cc1	0.7%	5.9%
C[C@@H]1CC[C@]2(C(=O)O[C@@H]3O[C@H](CO)[C@@H](O)[C@H](O)[C@H]3O)CC[C@]3(C)C(=CCC4[C@@]5(C)CC[C@H](O[C@@H]6OC[C@H](O)[C@H](O[C@@H]7O[C@H](CO)[C@@H](O)[C@H](O)[C@H]7O)[C@H]6O)C(C)(C)C5CC[C@]43C)C2[C@]1(C)O (stereo not given in full)	-2.8%	6.5%
Cc1cccc(NC(=O)c2ncn3c2C(=O)NC[C@@H]3C)c1	-1.7%	103.6%[activator]
Cn1c(-c2ccccc2)c(C#Cc2ccc(N)cc2)c2ccccc21	-5.7%	-3.9%
COCCNC(=O)C1(C)CCCN(CCC(=O)c2ccc(Br)cc2)C1 (stereo not given)	-1.3%	-1.5%
CC(=NNC(=S)Nc1ccccc1)c1ccccn1	6.2%	-42.4%
c1ccc(Sc2ccccn2)cc1	-1.6%	-8.0%
CCOC(=O)C1(C)CCCN1C(=O)c1cncc(Br)c1 (stereo not given)	-9.0%	-1.0%
CCCCN(C(=O)c1cccs1)c1c(N)n(Cc2ccccc2)c(=O)[nH]c1=O	0.2%	0.5%
O=C(NCc1ccccc1)C1=C[C@H](c2ccc(Br)cc2)C[C@H](OCCCCO)O1	0.0%	-1.2%
COc1cc(OC)c(C(=O)OCC(=O)NC2CCCCCCC2)cc1OC	-5.1%	10.4%
C[C@H](CO)N1C[C@H](C)[C@@H](CN(C)C(=O)C2CCOCC2)Oc2ncc(Br)cc2C1=O	1.1%	-0.1%
CNc1ncnc2c1ncn2[C@H]1CN(Cc2ccc(F)cc2)C[C@@H](CO)O1	-1.2%	-1.6%
OC(CNC1CCCCC1)CON=C1CCSc2c(Cl)cccc21 (stereo not given)	15.5%	-0.1%
Cc1ccccc1-n1c(CNc2ccccc2)nc2ccccc2c1=O	-4.3%	0.0%
CCc1nc(N)nc(N)c1-c1ccc(Cl)c(N=[N+]=[N-])c1	-3.5%&3.4%	1.7%&-4.9%
C=C(C)C(O)Cc1c(OC)ccc(C(=O)/C=C/c2ccc(O)cc2)c1O (stereo not given)	-0.8%	-8.3%

Other entries.
molecule	TbPYK inhibitor	AMA1-RON2 inh
O=c1[nH]c(SCc2ccc(OC(F)(F)F)cc2)nc2c1CCC2	-2.3%	11.8%
O=C(NC(=S)Nc1cccnc1)c1cccc(Cl)c1	-1.5%	106.3%[activator]
CCOc1ccc(C(c2c(O)nc(SC)[nH]c2=O)c2c(O)nc(SC)[nH]c2=O)cc1	-7.7%	0.6%
CCOC(=O)[C@]12Cc3cc(Cl)ccc3[C@H]1N(Cc1ccccc1)C(=O)c1ccccc12	-5.6%	-5.4%
COc1cccc(C2CC(=O)Nc3cc(C)c(C)cc32)c1 (stereo not given)	-6.6%	-4.2%
CC1(C(=O)NS(=O)(=O)c2cccc(F)c2)CCN1C(=O)c1ccccc1CCc1ccccc1 (stereo not given)	2.0%	0.0%
CCc1nc2c(OCc3cccc(Cl)c3)cccn2c1N(C)C(=O)C1CC1	0.9%	0.0%
O=C(COC(=O)C1COc2ccccc2O1)NC1CCCCC1 (stereo not given)	-4.5%	10.2%
O=C(OCC(=O)N1CCCc2ccccc21)c1ccccc1OC(F)F	1.3%	-21.8%
C=CCC[C@@H](Cc1ccc(F)cc1)C(=O)OC[C@@H](C)NC(=O)[C@H](CC=C)CC(=O)N(CCO)Cc1ccccc1	-8.3%	4.0%
Cc1ccn2c(Cc3ccccc3)c(-c3ccc(F)cc3)nc2c1	0.0%	u
O=C(COc1ccc(Cl)cc1)N1N=C(c2cccs2)CC1c1ccco1 (stereo not given)	-0.1%	10.2%
COc1cccc(CNc2nc3cc(-c4csc5ccccc45)sc3c(=O)n2C)c1	-1.5%	-7.3%
CCn1c(SCC(=O)N(C)c2c(N)n(Cc3ccccc3)c(=O)[nH]c2=O)nnc1-c1cccs1	-2.3%	-1.3%
COc1cccc(/C=C/C(=O)OCC(=O)NC2CCCCCC2)c1	-1.5%	7.3%
O=C(Nc1ccc(F)c(Cl)c1)C1Cc2c(-c3ccccc3Oc3ccccc3)ccnc2O1 (stereo not given)	2.5%	-4.4%
O=C(NCCc1nnc2ccc(N3CCCC3)nn12)c1ccccc1	-9.1%	-14.4%
Cn1c(SCC(=O)NC2CCS(=O)(=O)C2)nc2ccccc21 (stereo not given)	-10.2%	2.4%
CNC(=O)OCc1nc(SSC(C)(C)C)n(C)c1COC(=O)NC	-6.9%	6.8%
CCN(CC)S(=O)(=O)c1ccc(C(=O)NC(=S)N2CCN(c3ccccc3O)CC2)cc1	-19.5%	151.1%[activator]
O=C(NCc1cccnc1)c1cc(C2CCCCN2S(=O)(=O)c2cccs2)on1 (stereo not given)	-6.0%	-7.3%
O=C1Nc2ccccc2SC1c1ccccc1Cl (stereo not given)	-7.6%	-11.1%
CCc1nc2ccc(C(=O)NCCCN3CCCC3=O)cn2c1N(CC)CCOC	3.8%	-5.0%
C[C@@H]1CN([C@@H](C)CO)S(=O)(=O)c2ccc(-c3cccc(C#N)c3)cc2O[C@@H]1CN(C)C(=O)c1ccc(F)cc1	3.9%	-11.2%
COCCNC(=O)C1CCCN(Cc2ccc(Cl)cc2)CC1 (stereo not given)	1.3%	0.0%
CC(C)c1ccc(N(CCc2ccccn2)C(=O)C(C)(C)C)cc1	0.1%	-2.6%
CCCOc1ccc(C(=O)CCC(=O)OCC(=O)N(CC)c2c(N)n(Cc3ccccc3)c(=O)[nH]c2=O)cc1	-0.3%	-3.3%
NC(=O)C1CCN(C(=O)c2ccc(NS(=O)(=O)/C=C/c3ccccc3)cc2)CC1	4.5%	-2.2%
C[C@@H]1CN([C@@H](C)CO)C(=O)CCCn2nncc2CO[C@@H]1CN(C)S(=O)(=O)c1ccc(Oc2ccccc2)cc1	-13.0%	-7.8%
COc1ccc(OC)c(NC(=O)CCNC(=O)N2CC(=O)Nc3ccccc32)c1	-0.3%	0.0%
Cc1c(C(=O)NCc2ccccc2C(F)(F)F)sc(=O)n1Cc1ccc(Cl)c(Cl)c1	-9.9%	-2.6%
Cc1ccc(C(=O)NCC(=O)Nc2ccc(S(=O)(=O)Nc3cc(C)nc(C)n3)cc2)cc1	-12.5%	-4.5%
CCOC(=O)C1=C(N)n2c(s/c(=C\c3cccnc3)c2=O)=C(C(=O)OC)C1c1cccnc1 (stereo not given)	3.2%	8.4%
O=C(NCC1CCCO1)c1ccc2c(c1)S(=O)(=O)c1ccccc1C2=O (stereo not given)	3.3%	-3.4%

Whole records as entered above:
CCOC(=O)C1=C(N)n2c(s/c(=C\c3cccnc3)c2=O)=C(C(=O)OC)C1c1cccnc1 (stereo not given) is listed as TbPYK inhibitor: 3.2%; AMA1-RON2 inh: 8.4%
Cc1ccc(C(=O)NCC(=O)Nc2ccc(S(=O)(=O)Nc3cc(C)nc(C)n3)cc2)cc1 is listed as TbPYK inhibitor: -12.5%; AMA1-RON2 inh: -4.5%
